# Glioma ERSR ind: qHTS for Inducers of the Endoplasmic Reticulum Stress Response (ERSR) in Human Glioma: qHTS; U87-MG GRP78 promoter luciferase reporter, 16 h; Potency, µM, for inactives: at the highest dose activation, usual class: activators; 420,000 compounds, 0.02% hits; further: potency means the concentration at half of the fitted maximal effect; series mostly up to about 76 µM; % of control where 0% means no effect; nearly all actives have a fitted effect of over 35% in size
#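 Stably transfected U87-MG human glioma cells carrying a GRP78-based luminescent sensor were seeded at 1000 cells/well, pin-dosed with compounds and incubated 16 h. Luciferase reagent was then added, and end-point luminescence was read after 10 min at room temperature.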
# RXFP1 ag: qHTS Assay for Agonists of the Relaxin Receptor RXFP1 | Relaxin receptor 1 (Homo sapiens), Q9HBX9 | HEK293T-RXFP1 cAMP TR-FRET, 30 min; response scale: percent of porcine relaxin response, buffer zero | Potency, µM (doses to about 57.5 µM), without a hit: at the top dose activation, most hits filed as activators | 370,000 compounds, 0.3% hits | AID 2676, 2010; further: potency means the concentration at half of the fitted maximal effect; on the % scale 0 is the no-effect control and ±100 the full control effect; nearly all actives have a fitted effect of over 60% in size; many of its hits are not listed in these tables
# Target sequence (Q9HBX9 whole entry, looked up): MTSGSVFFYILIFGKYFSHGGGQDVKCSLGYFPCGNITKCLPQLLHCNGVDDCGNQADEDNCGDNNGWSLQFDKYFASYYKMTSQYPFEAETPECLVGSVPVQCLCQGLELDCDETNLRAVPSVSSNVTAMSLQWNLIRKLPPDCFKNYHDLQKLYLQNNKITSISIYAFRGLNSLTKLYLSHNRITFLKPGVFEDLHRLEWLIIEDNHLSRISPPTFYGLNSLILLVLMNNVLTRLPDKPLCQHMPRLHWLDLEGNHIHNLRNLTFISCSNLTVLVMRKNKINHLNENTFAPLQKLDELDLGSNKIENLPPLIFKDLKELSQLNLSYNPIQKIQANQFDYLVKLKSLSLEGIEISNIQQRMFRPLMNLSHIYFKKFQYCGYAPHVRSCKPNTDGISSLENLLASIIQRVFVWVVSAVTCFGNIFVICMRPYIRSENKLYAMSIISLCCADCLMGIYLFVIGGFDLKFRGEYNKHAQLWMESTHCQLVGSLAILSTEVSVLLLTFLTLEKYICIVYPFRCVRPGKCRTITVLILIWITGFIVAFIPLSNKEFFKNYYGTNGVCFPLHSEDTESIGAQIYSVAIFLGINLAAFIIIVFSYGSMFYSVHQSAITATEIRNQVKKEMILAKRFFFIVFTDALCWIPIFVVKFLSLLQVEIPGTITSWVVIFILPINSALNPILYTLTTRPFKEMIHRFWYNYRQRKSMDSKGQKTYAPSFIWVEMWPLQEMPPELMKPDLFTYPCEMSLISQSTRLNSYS
#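 Agonist response is measured as cAMP accumulation in an RXFP1-transfected HEK293T line under PDE4 inhibition. Values are scaled between buffer-only and 29 nM porcine relaxin, and EC50s come from standard Hill equation fits.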
# D1 potentiator: Potentiators of Human D1 Dopamine Receptor: qHTS; 360,000 compounds, 0.036% hits; HEK293 TREx D1 cells, calcium flux, dopamine EC20 potentiation; AID 504651, 2011; potentiation, % at 10 µM; in the data active means potentiation above about 30%; further: 0% is about no effect
# Vif-APOBEC3G blk: qHTS for Inhibitors of Vif-A3G Interactions: qHTS; DNA dC->dU-editing enzyme APOBEC-3G (Homo sapiens), Q9HC16; HeLa A3G-eYFP + Vif (tagged APOBEC3G with the HIV-1 protein that degrades it), YFP fluorescence, overnight; Potency, µM (doses to about 46.1 µM), for the others: at the highest dose activity, negative = active, actives largely listed as inhibitors; 410,000 compounds, 0.076% hits; AID 602310, 2012;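 further: potency means the concentration at half of the fitted maximal effect; on the % scale 0 is the no-effect control and ±100 the full control effect; nearly all actives have a fitted effect of over 60% in size; hits raise eYFP signal because A3G escapes Vif-driven loss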
#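 Read-out is eYFP fluorescence (Ex 488/Em 500-530) from Vif-expressing HeLa A3G-eYFP cells; more signal means A3G escaped Vif-mediated degradation. Cells plated overnight, compound pinned in, incubated overnight at 37 deg C.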
# Vif-APOBEC3F blk: qHTS for Inhibitors of Vif-A3F Interactions: qHTS | HeLa A3F-eYFP + Vif (tagged APOBEC3F with the HIV-1 protein that degrades it), YFP fluorescence increase | Potency, µM (doses to about 46.1 µM), without a hit: at the highest dose activity, negative = active | 390,000 compounds, 0.2% hits | AID 602313, 2012; further: potency means the concentration at half of the fitted maximal effect; % of control where 0% means no effect; nearly all actives have a fitted effect of over 65% in size
#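 Fluorescence increase (Ex 488/Em 500-530) after overnight compound treatment at 37 deg C flags inhibition of Vif-driven A3F-eYFP loss in stable HeLa A3F-eYFP/Vif cells seeded overnight beforehand.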
# D2 potentiator: HTS Assay for Positive Allosteric Modulators of the Human D2 Dopamine Receptor: Primary Screen for Potentiators; D(2) dopamine receptor (Homo sapiens), P14416; AID 485347, 2010; HEK293 T-REx D2, calcium flux, EC20 dopamine potentiation; 340,000 compounds, 0.34% hits; potentiation, % at 10 µM;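 active means potentiation over 3 SD above the plate norm, cut at about 30% in these data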; further: 0% is about no effect
#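 Cells plated with tetracycline inducer and held overnight at 30 C; calcium dye loaded 30–90 min at room temperature; baseline taken, compound added and read 180 s; EC20 dopamine then added and read 180 s.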
# D1 antag: Antagonist of Human D 1 Dopamine Receptor: qHTS; HEK293 TREx D1 cells, calcium flux, dopamine EC80; stronger effect = lower value; activity change, negative = inhibition, % at 10 µM; 360,000 compounds, 3.2% hits; D(1A) dopamine receptor (Homo sapiens), P21728; in the data active means activity change below about -30%; further: on the % scale 0 is the no-effect control and ±100 the full control effect
#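 Tetracycline-induced HEK293 Trex D1 cells, force-coupled to calcium, dye-loaded; compounds added and read 180 s, then EC80 dopamine added and calcium flux tracked kinetically another 180 s.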
# LDHA block: qHTS assay for inhibitors of human lactate dehydrogenase; L-lactate dehydrogenase A chain (Homo sapiens), P00338; purified LDHA, NADH/diaphorase-resazurin fluorescence; stronger effect = lower value; activity change, % (values are at about 110 or 230 µM); 480,000 compounds, 0.15% hits; in the data active means activity change below about -30%;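 further: plate controls were DMSO wells for no effect and wells without enzyme for full effect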
#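 LDH5 2 nM; NADH 0.06 mM, pyruvate 0.2 mM; 200 mM Tris pH 7.4, EDTA, Tween-20; 5 min RT. Detection: diaphorase 0.133 mg/mL + resazurin 37 µM, fluorescence ex540/em590 at 0 and 20 min; normalized to enzyme-free and DMSO wells.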
# D1 agonist: Allosteric Agonists of the Human D1 Dopamine Receptor: qHTS; D(1A) dopamine receptor (Homo sapiens), P21728; 360,000 compounds, 1% hits; HEK293 T-REx D1 cells, calcium flux, agonist mode; activation, % at 2 µM; AID 504660, 2011; in the data active means activation above about 30%; further: 0% is about no effect
#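 Agonism was scored from calcium flux recorded over 180 s (1 read/s) after pintool compound addition, following a 10-cycle baseline. Cells were inducible force-coupled HEK293 TREx D1, plated overnight at 30 C and loaded with no-wash calcium dye.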
# Starred values were filed as active, the others as inactive; . = not tested or not shown; & = joins results of further samples. Unless noted, the call rests on the fitted dose curve; in most records, active means well fitted curve in the direction sought with a large enough effect; inconclusive means small, poorly fitted or top-dose-only effect, or another doubt; inactive means no such curve, though single readings can be large; an effect the other way counts as inactive or inconclusive.
SMILES,Glioma ERSR ind,RXFP1 ag,D1 potentiator,Vif-APOBEC3G blk,Vif-APOBEC3F blk,D2 potentiator,D1 antag,LDHA block,D1 agonist
COc1cc2c(=O)n(CC3CCCO3)c(=O)n(CC(=O)Nc3ccccc3)c2cc1OC (centres undefined),-4%,-1.0%,-6,2%,-8%,-3,-3,-1,0
COCCCn1c(=O)c2sccc2n2c(CCCC(=O)Nc3cccc(OC)c3)nnc12,-1%,8.6%,-3,0%,0%,-5,-12,-5,0
Cn1cnnc1SCC(=O)NCc1cccc(C(F)(F)F)c1,0%,1.2%,-2,0%,-6%,6,-6,-5,2
Cc1ccccc1-c1nc2cc(N)ccc2o1,-4%,7.1%,-2,-5%,1%,1,-4,0,1
COc1cccc(CNC(=O)C2CCC(=O)N(CCc3cccc(F)c3)C2)c1 (centres undefined),-2%,-2.0%,0,-2%,3%,-3,15,-4,-1
COC(=O)Cc1c(C)nc2nc(NCc3c(F)cccc3Cl)[nH]n2c1=O,-2%,2.6%,0,0%,-17%,14,8,-3,2
O=C(COc1ccccc1)N1CCN(S(=O)(=O)c2cccc([N+](=O)[O-])c2)CC1,0%,-0.3%,0,0%,5%,-9,-18,4,1
CC(=O)N1CCc2cc(Br)cc(S(=O)(=O)NCCCN3CCCC(C)C3)c21 (centres undefined),-2%,0.6%,-3,0%,-1%,-19,-2,-2,0
COc1ccc(-c2ccc3c(c2)C2CC3CCN2C(=O)C2CCCCC2)cc1 (centres undefined),-2%,.,.,-2%,-4%,.,.,-6,.
C[C@@H]1CN([C@@H](C)CO)C(=O)c2cc(Br)cnc2O[C@H]1CN(C)C(=O)C1CC1,-1%,.,.,1%,-4%,.,.,-16,.
O=C(Nc1ccc(Oc2ccc(NC(=O)Nc3ccccc3Cl)cc2)cc1)Nc1ccccc1Cl,2%,0.7%,-6,-2%,11µM*,-5,-2,-3,3
CC(=O)c1c(C)[nH]c(C(=O)NCc2ccccc2F)c1C,1%,-0.4%,-6,-1%,16%,-6,-6,-2,5
CCC(C)COC(=O)C(C#N)c1nc2ccccc2nc1N1CCCCC1 (centres undefined),-2%,2.1%,0,-2%,-7%,-3,13,-1,5
Cc1ccc(S(=O)(=O)N2CCC(C(=O)N(C)C3CCS(=O)(=O)C3)CC2)cc1 (centres undefined),-7%,-0.4%,-3,-4%,-2%,-4,32,-3,-2
Cc1cccc(OCc2ccc(C(=O)Nc3cc(C)on3)o2)c1,-2%,-0.9%,.,2%,7%,9,-11,-7,8
Cc1ccc(NCc2nnc3n2CCCCC3)cc1,4%,-1.0%,1,-2%,4%,-1,-13,-1,1
COc1cc(-c2nc3ccccc3c(=O)n2N)cc(OC)c1OC,-2%,1.4%,-5,-2%,-1%,4,15,-4,1
Cn1nc(-c2ccccc2)cc1NC(=O)c1ccccc1,1%,-2.0%,-7,2%,3%,12,-2,-6,3
Cc1ccc(S(=O)(=O)N2CCOCC2)cc1C(=O)NCc1ccccc1CN1CCCC1,-6%,0.2%,-1,-1%,1%,.,2,-9,0
CCOc1ccc(C(=O)OCC(=O)c2c(N)n(C)c(=O)n(C)c2=O)cc1OCC,-4%,9.1%,0,0%,-2%,-15,6,-1,1
CC(C)(C)C(=O)N(Cc1ccccc1)c1ccccn1,2%,0.5%,-5,-7%,8%,-7,19,0,2
COC(=O)C(NC(=O)COc1ccccc1)(Nc1nc2c(s1)CCCC2)C(F)(F)F (centres undefined),1%,-0.2%,-2,-1%,2%,-4,0,3,3
COc1ccc(NS(=O)(=O)c2cc(NC(=O)c3cnc(C)cn3)ccc2N2CCCCC2)cc1,-2%,-0.7%,1,-7%,-2%,8,6,-2,5
COc1ccc(S(=O)(=O)N2CCOCC2)cc1NC(=O)COC(=O)c1ccc(C)s1,-3%,0.6%,-3,0%,0%,-4,-12,-6,14
CCOc1ccc(CCNC(=O)c2nc(-c3cccc(F)c3)n3c2CCCCC3)cc1OCC,-2%,-0.6%,1,2%,-5%,9,-12,10,0

# 2 compounds drawn at random from those above:
SMILES,Glioma ERSR ind,RXFP1 ag,D1 potentiator,Vif-APOBEC3G blk,Vif-APOBEC3F blk,D2 potentiator,D1 antag,LDHA block,D1 agonist
O=C(Nc1ccc(Oc2ccc(NC(=O)Nc3ccccc3Cl)cc2)cc1)Nc1ccccc1Cl,2%,0.7%,-6,-2%,11µM*,-5,-2,-3,3
COCCCn1c(=O)c2sccc2n2c(CCCC(=O)Nc3cccc(OC)c3)nnc12,-1%,8.6%,-3,0%,0%,-5,-12,-5,0

# Later entries
SMILES,Glioma ERSR ind,RXFP1 ag,D1 potentiator,Vif-APOBEC3G blk,Vif-APOBEC3F blk,D2 potentiator,D1 antag,LDHA block,D1 agonist
CCOc1ccccc1NC(=O)CSc1nc2c(c(=O)n1C)SC(C)C2 (centres undefined),-4%,0.3%,-11,-4%,-8%,-1,-23,-3,9
NNC(=O)c1nnn(-c2nonc2N)c1CN1CCc2ccccc2C1,-1%,-0.3%,0,-5%,-13%,5,3,-3,-2
O=C(CCCC(=O)N1CCN(c2cccc(Cl)c2)CC1)c1ccccc1,7%,3.4%,-5,-5%,1%,6,-4,-2,4
CCc1noc(C)c1C(=O)NNC(=O)COc1ccc(C)c(C)c1,-4%,-0.6%,-3,-1%,2%,4,-16,-1,4
COc1cc(O)c(C=NN2C(=O)CSC2=S)c(OC)c1,1%,.,.,-7%,-1%,.,.,4,.
Cc1ccc(CNC(=O)C2CC(=O)N(C3CCCCCC3)C2)cc1 (centres undefined),16%,-0.7%,-5,3%,-30%,8,-5,-6,2
COc1ccc(N2CCN(CC(=O)NCc3ccc(Cl)cc3)CC2)cc1,-3%,-1.8%,-5,0%,-3%,.,-2,5,3
N#Cc1ccc(NC(=S)NC(=O)C2CCCCC2)cc1,1%,.,.,0%,-12%,.,.,-5,.
COc1ccc(CCC(=O)N2CCN(S(=O)(=O)c3cccc(Cl)c3)CC2)cc1,-4%,0.0%,-4,1%,5%,-9,-39*,-6,-1
FC(F)(F)c1ccccc1NC(=S)N1CCc2ccccc2C1,-1%,0.5%,2,1%,-5%,4,-21,-14,0
COc1ccc(NC(=O)CN2CCN(C3c4ccccc4-c4ccccc43)CC2)c(OC)c1,2%,0.7%,0,-8%,-1%,5,9,-5,1
C=CCOc1ccccc1/C=N/NC(=O)c1ccc(Cl)cc1Cl,-2%,1.1%,2,-7%,-10%,-1,-4,2,-1
Cc1ccc(N(C)S(=O)(=O)c2cccc(C(=O)Nc3nc4ccccc4[nH]3)c2)cc1,0%,-0.2%,-6,-2%,-8%,15,11,6&-5,5
CCOc1ccc(NS(=O)(=O)c2cc(C(=O)N(CC)CC(=O)NCc3cccs3)ccc2C)cc1,-3%,0.4%,-8,-5%,4%,-2,-2,-9,1
O=C1Nc2ccccc2C1C(C[N+](=O)[O-])c1ccccn1 (centres undefined),-1%,-4.5%,1,-1%,-6%,7,-1,2,1
NC(=O)c1ccccc1NC(=O)CN1CCCCCC1,-1%,0.1%,5,2%,2%,4,3,-4,2
CC1SCCN1S(=O)(=O)c1ccc2ccccc2c1 (centres undefined),4%,0.7%,10,0%,-3%,-1,-8,4,1
Cc1cc(C)c(NC(=O)COC(=O)C2CCCCC2)c(C)c1,1%,-1.2%,3,2%,5%,18,1,-1,1
O=C(Nc1ccc2oc(-c3cccnc3)nc2c1)c1cc2ccccc2o1,-3%,0.4%,-4,4%,0%,9,-8,-2,4
Cc1ccccc1NC(=O)CC1(c2ccc(N(C)C)cc2)C(=O)c2ccccc2C1=O,-6%,-1.4%,10,4%,4%,1,-7,5,0
Clc1ccc(N2CCN(Cc3ccc(Br)o3)CC2)cc1,-5%,0.4%,-8,-5%,-3%,-2,-3,-16,1
COC(=O)c1ccc(CSc2nc3c([nH]c4ccccc43)c(=O)n2-c2ccc(Cl)cc2)o1,-3%,-1.1%,-6,-1%,-7%,-4,10,-4,5
CCOC(=O)C(=O)N/N=C/c1ccco1,-1%,1.2%,-3,-4%,2%,-3,-3,0,2

# Record cards, from the list above. Order of values: Glioma ERSR ind	RXFP1 ag	D1 potentiator	Vif-APOBEC3G blk	Vif-APOBEC3F blk	D2 potentiator	D1 antag	LDHA block	D1 agonist
# Cc1ccc(S(=O)(=O)N2CCOCC2)cc1C(=O)NCc1ccccc1CN1CCCC1 in the list: -6%	0.2%	-1	-1%	1%	.	2	-9	0
# NC(=O)c1ccccc1NC(=O)CN1CCCCCC1 in the list: -1%	0.1%	5	2%	2%	4	3	-4	2
# Cc1ccc(N(C)S(=O)(=O)c2cccc(C(=O)Nc3nc4ccccc4[nH]3)c2)cc1 in the list: 0%	-0.2%	-6	-2%	-8%	15	11	6&-5	5
# COc1ccc(CCC(=O)N2CCN(S(=O)(=O)c3cccc(Cl)c3)CC2)cc1 in the list: -4%	0.0%	-4	1%	5%	-9	-39*	-6	-1
# COC(=O)c1ccc(CSc2nc3c([nH]c4ccccc43)c(=O)n2-c2ccc(Cl)cc2)o1 in the list: -3%	-1.1%	-6	-1%	-7%	-4	10	-4	5

# Screens: PubChem BioAssay, National Center for Advancing Translational Sciences (NCATS)

# Only part of the results is shown; count on the stated rates, not on these rows.
